Source: PubChem BioAssay
EPAC2 antag: qHTS for Antagonist of cAMP-regulated guanine nucleotide exchange factor 2 (EPAC2): primary screen; 360,000 tested, 0.18% active; Rap guanine nucleotide exchange factor 4 (Homo sapiens), Q8WZA2; Potency, µM (doses to about 114 µM), without a hit: at the top dose activity, negative = inhibition, actives largely listed as inhibitors; EPAC2 GEF exchange of Rap1B-BODIPY-GDP, fluorescence; also: % is scaled to controls: 0 for no effect and ±100 for the full control effect; nearly all actives have a fitted effect of over 45% in size; many of its hits are not listed in these tables
Target sequence (Q8WZA2 whole entry, looked up): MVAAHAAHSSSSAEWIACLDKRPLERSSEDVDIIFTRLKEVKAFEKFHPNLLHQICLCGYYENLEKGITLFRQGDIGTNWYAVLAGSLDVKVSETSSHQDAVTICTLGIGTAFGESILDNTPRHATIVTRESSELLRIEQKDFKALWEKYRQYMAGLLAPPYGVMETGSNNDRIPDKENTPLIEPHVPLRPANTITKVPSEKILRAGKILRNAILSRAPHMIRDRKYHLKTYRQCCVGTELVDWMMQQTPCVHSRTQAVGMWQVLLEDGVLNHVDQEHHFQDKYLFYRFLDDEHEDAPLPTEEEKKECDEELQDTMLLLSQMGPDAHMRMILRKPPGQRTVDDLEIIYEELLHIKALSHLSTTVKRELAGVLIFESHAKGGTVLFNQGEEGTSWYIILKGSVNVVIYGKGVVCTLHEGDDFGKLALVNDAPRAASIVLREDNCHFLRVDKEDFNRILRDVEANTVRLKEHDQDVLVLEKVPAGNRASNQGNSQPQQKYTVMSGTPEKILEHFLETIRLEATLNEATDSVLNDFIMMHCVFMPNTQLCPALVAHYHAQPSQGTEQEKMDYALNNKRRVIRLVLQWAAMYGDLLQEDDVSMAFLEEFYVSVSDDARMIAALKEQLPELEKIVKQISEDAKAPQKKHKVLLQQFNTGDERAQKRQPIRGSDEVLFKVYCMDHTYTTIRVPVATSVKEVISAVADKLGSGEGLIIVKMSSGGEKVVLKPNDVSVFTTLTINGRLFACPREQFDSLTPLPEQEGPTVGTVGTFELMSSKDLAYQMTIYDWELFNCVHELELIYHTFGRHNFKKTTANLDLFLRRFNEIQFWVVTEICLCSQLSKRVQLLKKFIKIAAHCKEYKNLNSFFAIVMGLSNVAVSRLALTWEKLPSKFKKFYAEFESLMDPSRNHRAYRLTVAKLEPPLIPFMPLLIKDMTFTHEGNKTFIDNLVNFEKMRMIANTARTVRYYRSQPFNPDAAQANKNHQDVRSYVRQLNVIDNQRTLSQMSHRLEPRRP
MCF10A rereplic: A quantitative high throughput screen for small molecules that induce DNA re-replication in MCF 10a normal breast cells. MCF 10A DNA re-replication, Hoechst nuclear intensity, 48 h. Potency, µM (series often up to 46.1 µM), inactives show at the highest dose activity, positive = re-replication, hits mostly activators. 350,000 tested, 2.9% active. AID 624296, 2012; also: % of control where 0% means no effect; nearly all actives have a fitted effect of over 50% in size
ATXN2 expr inh: Primary qHTS for Inhibitors of ATXN expression. 360,000 tested, 0.72% active. HEK-293 ATXN2-luciferase reporter, luminescence, 24 h. Potency, µM (doses to about 57 µM), inactives show at the top dose activity change, negative = inhibition, usual class: inhibitors; also: % is scaled to controls: 0 for no effect and ±100 for the full control effect; nearly all actives have a fitted effect of over 55% in size
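ATXN2-luciferase reporter cells (luciferase flanked by upstream and downstream ATXN2 gene portions) were treated 24 h at 37 °C with compounds at up to 57 uM. SteadyGlo luminescence gave expression; GF-AFC fluorescence gave viability.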
Nrf2 inh: Nrf2 qHTS screen for inhibitors; A549 ARE-Fluc reporter, luciferase luminescence, 18-24 h; Potency, µM (titrated, usually from 46 µM), for inactives: at the highest dose activity change, negative = inhibition, actives largely listed as inhibitors; 360,000 tested, 2.1% active; AID 504444, 2011; also: % is scaled to controls: 0 for no effect and ±100 for the full control effect; nearly all actives have a fitted effect of over 60% in size
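Two sequential reads on A549 ARE_Fluc cells exposed to compound for 18-24 h: a CellTiter-Fluor fluorescence read for viability, then a luciferase luminescence read for Nrf2/ARE activity.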
ATXN viability: Viability Counterscreen for Primary qHTS for Inhibitors of ATXN expression; S2 cells (HEK-293 line with an ATXN2-luciferase reporter) viability, CellTiter-Fluor protease fluorescence, 24 h; 400,000 tested, 0.49% active; Potency, µM (titrated, usually from 56.7 µM), most hits filed as cytotoxic; also: nearly all actives have a fitted effect of over 40% in size
TGFb SMAD3 inh: qHTS for Inhibitors of TGF-b; HepG2 CAGA-GFP TGF-b/SMAD3 reporter, GFP fluorescence, 18 h; TGF-beta stimulated, 500 pg/mL final; Potency, µM (top dose mostly 46.1 µM), inactives show at the highest dose activity, negative = inhibition, hits mostly inhibitors; 410,000 tested, 1.2% active; AID 588855, 2011; also: % is scaled to controls: 0 for no effect and ±100 for the full control effect; nearly all actives have a fitted effect of over 65% in size
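Per well, imaged GFP fluorescence of HEPG2 CAGA-GFP cells gives the signal; cells get compound, then TGF-beta (500 pg/mL final), 18 h at 37 degrees C; %Activity versus -TGF-beta and +DMSO controls.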
HepG2 viability: qHTS for Inhibitors of TGF-b: Cytotox Counterscreen; HepG2 CAGA-GFP viability, ATP luminescence, 18 h; Potency, µM (doses to about 46.1 µM), inactives show at the top dose activity change, negative = cytotoxicity, usual class: cytotoxic; 410,000 tested, 0.76% active; AID 588856, 2011; also: some results filed as inactive show a strong effect at the top dose
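HepG2 CAGA-GFP cells (1000/well, DMEM with 1% FBS) received compound, then TGF-beta at 500 pg/mL final, and were incubated 18 hours at 37 degrees C. Viability was read by CellTiter-Glo luminescence. Media-only wells were set as complete cell-killing and DMSO as no toxicity.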
Nrf2 activator: qHTS of Nrf2 Activators | Potency, µM (series often up to 46.1 µM), for the others: at the top dose activation, most hits filed as activators | AREc32 ARE-luciferase reporter (MCF7-derived line), luminescence, 24 h | 410,000 tested, 0.31% active; also: % of control where 0% means no effect; nearly all actives have a fitted effect of over 65% in size
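ARE-driven firefly luciferase activity in AREc32 cells measured after a 24 hr compound exposure at 37 deg C, using Steady-Glo reagent and a 30 min room-temperature hold.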
A549 viability: Nrf2 qHTS screen for inhibitors: counterscreen for cytotoxicity | A549 ARE-Fluc cells, CellTiter-Fluor viability, 18-24 h | 390,000 tested, 0.16% active | Potency, µM (highest dose often 46 µM), without a hit: top-dose activity change, negative = cytotoxicity, actives largely listed as inhibitors; also: % is scaled to controls: 0 for no effect and ±100 for the full control effect
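A549 ARE_Fluc cells in 5% FBS OPTI-MEM were exposed to compounds in concentration-response for 18-24 h at 37 deg C. Viability was read by CellTiter-Fluor fluorescence (Ex 405/Em 525) after 30 min, before the luciferase read.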
An asterisk follows results filed as active; i = inactive; u = inconclusive; x = not tested or not shown; & = joins results of further samples; [ ] = remark or other dose. Calls follow the shape of the dose curve; as a rule, active = well fitted curve in the direction sought with a large enough effect; inconclusive = small, poorly fitted or top-dose-only effect, or another doubt; inactive = no such curve, though single readings can be large; an effect the other way counts as inactive or inconclusive. Potency is read from the fitted curve at half-maximal effect.

Second line of a record – EPAC2 antag	MCF10A rereplic	ATXN2 expr inh	Nrf2 inh	ATXN viability	TGFb SMAD3 inh	HepG2 viability	Nrf2 activator	A549 viability
1. N#Cc1cnn(CC2CCCCC2)c1N
 : 2%	-2%	5%	20%	i	2%	-1%	-1.0%	-7%
2. COc1ccccc1CC(=O)Nc1ncc(C)s1
 : 2%	17%	x	-2%	i	-3%	-2%	3.7%	2%
3. COCCn1c(C)cc(C(=O)COC(=O)c2ccc(Cl)c(S(N)(=O)=O)c2)c1C
 : -7%	4%	28%	u	i	1%	6%	-1.5%	0%
4. O=C(Cn1cnc2ccccc21)OCC(=O)N1CCCCC1
 : -4%	1%	2%	13%	i	4%	-3%	3.2%	-3%
5. CN(C)c1oc(-c2ccccc2F)nc1C#N
 : 8%	1%	7%	3%	i	18%	8%	2.0%	0%
6. CN(C)C(=S)Nc1cccc(F)c1
 : 2%	-1%	x	16%	u	-14%	10%	-0.3%	0%
7. COC(=O)c1cc(-c2cccc(OC)c2)on1
 : 21%	-2%	3%	0%	u	4%	3%	2.4%	-4%
8. Cc1ccc(OCC(=O)Nc2ccc(C(=O)OCc3cc(=O)n4nc(C5CC5)sc4n3)cc2)cc1
 : x	x	8%	x	i	0%	3%	-0.2%	0%
9. O=C(NCc1nnnn1-c1ccc(F)cc1)c1ccc2c(c1)OCO2
 : -6%	x	x	x	i	0%	-17%	-0.2%	x
10. CCC(C)[C@H](Nc1nc(-c2ccccc2)nc2c1oc1ccccc12)C(=O)O (stereo partly drawn)
 : -8%[57.1 µM]	-2%	0%	-14%	i	u	-36%	u	-4%
11. COCCCNC(=O)CCC(=O)N1Cc2ccccc2Oc2ncccc21
 : x	x	9%	u	i	-1%	-38%	0.2%	-1%
12. Cc1cccc(N2CCN(CC(=O)Nc3ccc(-n4cnnn4)cc3)CC2)c1C
 : 7%	4%	3%	-8%	i	-7%	3%	0.4%	-4%
13. Cc1nn(C(=O)c2ccccc2)c2c1C(=O)CC(C)(C)C2
 : -1%	17%	-1%	0%	i	-3%	-3%	0.0%	-2%
14. CCOc1ccc(NC(=O)CCC(=O)Oc2ccc(C)cc2)cc1
 : 1%	10%	8%	3%	i	18%	10%	0.0%	-2%
15. CC(=O)c1cccc(NC(=O)c2oc(=O)c3ccccc3c2-c2ccccc2)c1
 : x	x	0%	x	i	u	-43%	4.2%	6%
16. Cc1cc(C)nc(NC(=O)c2c(C(=O)O)noc2C)n1
 : 8%	-7%	2%	5%	i	-19%	-5%	-0.1%	1%
17. COc1ccc(-c2cn3cc(C)ccc3n2)cc1Br
 : -2%	22%	99%[activator]	u	i	7%	-11%	-1.5%	3%
18. N#Cc1ccc(-c2c(-c3ccccc3)ncc3cc(F)ccc23)cc1
 : -8%	u	u	-18%	u	u	-16%	7.4%	1%
19. O=C([C@@H]1CC=C[C@@H]2CCN(C3CC3)C(=O)[C@@H]21)N1CCN(c2ccccc2)CC1
 : 5%	-26%	9%	-4%	i	12%&5%	2%&30%	-1.4%	4%
20. O=C(CCCN1C(=O)c2ccccc2C1=O)Nc1ccccn1
 : 5%	0%	0%	-10%	i	3%	5%	-0.7%	0%

Entries above containing a cyano group (3):
Second line of a record – EPAC2 antag	MCF10A rereplic	ATXN2 expr inh	Nrf2 inh	ATXN viability	TGFb SMAD3 inh	HepG2 viability	Nrf2 activator	A549 viability
1. N#Cc1cnn(CC2CCCCC2)c1N
 : 2%	-2%	5%	20%	i	2%	-1%	-1.0%	-7%
5. CN(C)c1oc(-c2ccccc2F)nc1C#N
 : 8%	1%	7%	3%	i	18%	8%	2.0%	0%
18. N#Cc1ccc(-c2c(-c3ccccc3)ncc3cc(F)ccc23)cc1
 : -8%	u	u	-18%	u	u	-16%	7.4%	1%

The list continues:
Second line of a record – EPAC2 antag	MCF10A rereplic	ATXN2 expr inh	Nrf2 inh	ATXN viability	TGFb SMAD3 inh	HepG2 viability	Nrf2 activator	A549 viability
21. Cc1cc(Cl)ccc1NC(=O)CN1CCCC1
 : 1%	0%	1%	0%	i	3%	-14%	0.1%	1%
22. Cc1ccc(NS(=O)(=O)c2cc(NC(=O)C(C)Oc3ccccc3)ccc2C)c(C)c1 (stereo not drawn)
 : -1%	23%	-37%	u	u	u	2%	0.6%	-16%
23. Cc1ccc(C(=O)OCC(=O)NNC(=O)COc2ccc(Cl)cc2)c(O)c1
 : 12%	x	19%	4%	u	1%	-4%	0.4%	1%
24. O=C(COC(=O)c1ccc(Cl)cc1)NC1CCCCCC1
 : 11%	-4%	7%	5%	i	-3%	5%	-0.5%	1%
25. CC(=O)c1cccc(NC(=O)CN(c2cccc(F)c2)S(C)(=O)=O)c1
 : -5%	-13%	-7%	x	i	-4%	-15%	-0.3%	0%
26. Cc1cccc(N/C=C(\[N+](=O)[O-])S(=O)(=O)c2ccccc2)c1
 : u	13%	10%	3%	i	u	-3%	0.8%	-1%
27. Nc1[nH]c(C(=O)c2ccccc2)c(-c2ccccc2C(F)(F)F)c1C(=O)c1cccs1
 : 8%	x	5%	x	i	x	x	6.9%	x
28. Cn1c(N)c(C(=O)CSc2ncn[nH]2)c(=O)n(C)c1=O
 : 12%	-12%	-9%	8%	i	-9%	-25%	0.2%	2%
29. CC(C)(C)NC(=O)NC(=O)COC(=O)CNC(=O)c1cccc(F)c1
 : 11%	-7%	1%	2%	i	0%	11%	-1.1%	-6%
30. Cc1sc(NC(=O)C2CCCCC2C(=O)O)c(C(N)=O)c1-c1ccc(C(C)C)cc1 (stereo not drawn)
 : -4%	1%	51%[activator]	x	i	u	3%	4.2%	-6%
31. COc1ccc(-c2c(NC(=O)c3ccco3)n(-c3ccccc3)nc(C)c2=O)cc1
 : 0%	3%	-6%	-7%	u	10%	4%	-0.9%	-3%
32. Cn1cc(SCC(=O)NCc2ccc3c(c2)OCO3)c2ccccc21
 : -10%	-3%	-17%	-2%	u	2%	-17%	0.0%	u
33. O=C(c1cccs1)N1CCN(S(=O)(=O)N2CCOCC2)CC1
 : 9%	-3%	0%	u	i	-6%	8%	-0.8%	1%
34. O=C(c1ccc(OC2CCN(Cc3ccccc3OC(F)F)CC2)cc1)N1CCCC1
 : 12%	4%	-17%	3%	u	-3%	-24%	4.9%	-8%
35. Cc1ccc(-c2csc(NC(=O)c3ccno3)n2)cc1
 : 11%	8%	16%	u	i	-3%	-9%	0.6%	0%
36. O=C(Cn1cnc2c(cnn2-c2ccc(F)cc2)c1=O)NCc1ccco1
 : 9%	15µM*	-15%	u	i	11%	8%	0.1%	u
37. CC(=O)c1ccc(S(=O)(=O)NCCC(=O)OCC(=O)NCCc2ccccc2)cc1
 : 21%	u	3%	5%	i	u	0%	-0.3%	-8%
38. Cc1nc(Oc2ccc(S(=O)(=O)N3CCOCC3)cc2Cl)c2c3c(sc2n1)CCCC3
 : 7%	14%	u	u	i	-34%	-5%	-0.5%	2%
39. Cc1nnc(SCC(N)=O)n1CC1CCCO1 (stereo not drawn)
 : 4%	0%	u	-42%	i	-3%	-16%	0.0%	-8%
40. O=C(Cc1ccccc1)NNC(=O)Nc1ccc(Cl)c(Cl)c1
 : 1%	u	-12%	0%	i	0%	-21%	0.0%	1%
41. CCCCCCn1c(CN2CCN(C(=O)c3ccco3)CC2)nc2c1c(=O)n(C)c(=O)n2C
 : 13%	10%	-23%	-15%	i	3%	-14%	1.0%	-15%
42. COC(=O)c1ccc(CSc2ncnc3c2nnn3-c2ccc(F)cc2)o1
 : 8%[57.1 µM]	-4%	-3%	4%	i	-6%	8%	-0.8%	-3%
43. CCCc1ncc(C(O)c2cccc(OC)c2)n1C (stereo not drawn)
 : 0%	-3%	x	6%	i	7%	149%	0.1%	30%
44. COc1cccc(Cn2c(=O)cc(C)c3c(C)nn(-c4ccc(C)cc4)c32)c1
 : x	x	0%	u	i	-16%	-1%	3.0%	-1%
45. COc1cc(CN(C)Cc2nc3cc(C(F)(F)F)ccc3c(=O)[nH]2)ccc1OC(F)F
 : -19%	14%	x	u	u	-7%	-10%	4.8%	-10%
46. Cc1cc(N)ccc1NC(=O)CN1CCCC1
 : 4%	-6%	-10%	-8%	i	4%	19%	-0.1%	-6%
47. Cc1ccc(CN2CCCOCCS2(=O)=O)cc1
 : 4%	9%	6%	5%	i	5%&-1%	0%&18%	0.3%	-1%
48. CCOC(=O)C1C(=O)CC(C)(O)C(C(=O)OCC)C1c1ccc(Br)o1 (stereo not drawn)
 : 7%	0%	0%	x	i	6%	-2%	-1.2%	-12%
49. COc1ccc(S(=O)(=O)NCc2c(-c3ccccc3)noc2C)c(OC)c1
 : 16%	1%	-15%	4%	i	1%	1%	-0.2%	-1%
50. CC(=O)Nc1cccc(/C(C)=N/NC(N)=S)c1
 : 8%	0%	-18%	u	i	-4%	-7%	3.0%	1%
51. COc1ccccc1C(=O)NCc1ccc2c(c1)CCN2C(=O)c1ccncc1
 : x	x	x	x	x	8%	-14%	4.8%	-7%
52. O=c1[nH]ncc(N2CCN(C(c3ccccc3)c3ccccc3)CC2)c1Cl
 : -13%	14%	-2%	-16%	i	-11%	-11%	2.6%	1%
53. O=C(CCC1CCCN(C(=O)CCCc2ccccc2)C1)N1CCN(c2ccccn2)CC1 (stereo not drawn)
 : -3%	19%	x	-32%	u	u	-32%	3.9%	2%
54. COc1ccc(CN2CCN(S(=O)(=O)c3ccc(F)cc3)CC2)cc1OC
 : -5%	1%	-12%	u	i	-19%	-17%	0.2%	-7%[1.84 µM]
55. Cc1c(NC(=O)/C(C#N)=C/c2ccc(-c3ccccc3Cl)o2)c(=O)n(-c2ccccc2)n1C
 : -21%	9%	-13%	u	u	-19%	-16%	6.7%	-14%

Only part of the results is shown, so the mix of outcomes need not match the whole.
